# Screens from PubChem BioAssay.
# TAG inh – triacylglycerol accumulation inhibition; H9c2 cells, Nile Red lipid (TAG) fluorescence; cells loaded with 200 µM oleic acid; inhibition, % at 12.5 µM; hit rate 0.66% among 230,000;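 active means pattern-corrected inhibition of lipid staining of at least 50% with the nuclear-stain viability signal not falling by more than 50%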;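 further: 0% = DMSO wells and 100% = triacsin C control wells; some results filed as inactive read as strong as hits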
# TAG inh DAPI viability – recorded beside TAG inh, whose call it bears; DAPI nuclei signal change (viability), lower = more cytotoxic, %;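 whole-well DAPI fluorescence read on a plate reader as a viability signal; minus 50 percent equals half of cells still viable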
# Starred values were filed as active, the others as inactive. An excerpt; rates above refer to the full screens.
SMILES,TAG inh,TAG inh DAPI viability
Cc1ccc(OCC(=O)O/N=C(\N)c2ccccn2)cc1,7,10
CCOC(=O)C1(CC2CCCCO2)CCN(Cc2c(C)cc(C)cc2-n2cccn2)CC1 (configuration not stated),-1,0
COc1cc(C(=O)NCC(=O)OCC(=O)Nc2ncc(Cl)cc2Cl)cc(OC)c1OC,8,-14
CCCCCCCCCCCNC(=O)c1ccoc1C,8,2
COc1ccc(CNC(=O)COC(=O)CCN2C(=O)C3CC=CCC3C2=O)cc1OC (configuration not stated),-4,5
O=C(CCN1C(=O)/C(=C\c2ccccc2)SC1=S)NNC(=O)c1cccnc1,1,-1
COc1ccc(NC(=O)Nc2c(C)n(C)n(-c3ccccc3)c2=O)cc1,-6,2
COC(=O)c1c(C)cc(C)n2c1nc1ccccc12,-2,6
O=C(Nc1ccccn1)C1CCN(S(=O)(=O)c2ccccc2)CC1,6,-3
O=C(Nc1cccc(F)c1)N1CCN(C(=O)c2ccco2)CC1,2,3
CCOc1ccc(NC(=S)N(CCOC)C(C)c2cccnc2)cc1 (configuration not stated),-1,5
Cc1ccc(S(=O)(=O)N(C)C)cc1NC(=O)c1ccccc1SCC(=O)N1CCCC1,-18,4
Cc1ccc(C(=O)C2OC(=O)C(C)(C)C(=O)C2(C)C)cc1 (configuration not stated),5,-8
CCCn1c(=S)[nH]c2cc(C(=O)N3CCN(c4ccc(F)cc4)CC3)ccc2c1=O,-7,19
CCOc1ccccc1/C=C/C(=O)c1ccc(Cl)cc1,-6,-4
COc1ccc2cc(CCNC(=O)c3cc4ccccc4o3)c(=O)[nH]c2c1,5,7
Cn1c(=O)c2c(nc(NCCCO)n2CCc2ccccc2)n(C)c1=O,-7,-7
Cc1ccc(C(=O)N2CCN(S(=O)(=O)c3ccc(C)c([N+](=O)[O-])c3)C2)cc1,-2,-2
CN(C)c1ccc(Nc2cc(Cl)ncn2)cc1,1,-2
NCCCC[C@@H](C(=O)NCCCCCCCCCCC(=O)N1CCNCC1)n1cc(CCCC(=O)O)nn1,3,-6
O=C(Cn1cnc2c(nnn2Cc2ccc(F)cc2)c1=O)Nc1ccccc1,0,4
COc1cccc(CNC(=O)CCC2CCCN(C(=O)c3ccccc3N(C)C)C2)c1 (configuration not stated),-2,0
COc1cc(C(=O)NNC(=O)c2ccccc2OCc2c(C)noc2C)cc(OC)c1OC,8,-1
Cc1ccc(NC(=O)COC(=O)c2ccccc2-c2nc3ccccc3s2)c(C)c1,-3,-9
O=C(O)C[C@H]1c2ccc(C(F)(F)F)cc2S(=O)(=O)N1C1CCCCC1,-4,3

# (listing goes on)
SMILES,TAG inh,TAG inh DAPI viability
O=C(Nc1cc2c(cc1[N+](=O)[O-])OCCO2)c1cccnc1,13,7
CCOC(=O)c1ccccc1NC(=O)COC(=O)C(Cc1c[nH]c2ccccc12)NC(C)=O (configuration not stated),0,-10
CCOC(=O)c1sc(NC(=O)C(C)(C)C)cc1C,-9,-6
COc1ccc(OC)c(N(CC(=O)N2CCC(C)CC2)S(=O)(=O)c2ccc(OC)c(OC)c2)c1,-5,-8
CN1CCN(C(=O)C2=C[C@H](c3ccc(C(F)(F)F)cc3)C[C@H](OCc3ccc(CO)cc3)O2)CC1,2,8
O=C(NNC(=O)c1sc2cccc(Cl)c2c1Cl)NC1CCCCC1,-19,1
CC(C)c1ccc(OCC(=O)Nc2cccc(C(=O)Nc3ccccc3C(=O)O)c2)cc1,5,-3
CCOC(=O)c1c(C)n(C)c2ccc(OCC(O)CNC(CC)CO)cc12 (configuration not stated),19,7
Cc1ccc(SCC(=O)NC(=O)c2ccccc2Br)c(C)c1,-9,0
CSc1nnc(-c2ccco2)c(-c2ccco2)n1,-11,11
Cc1ccccc1N(Cc1nnc2n1CCCCC2)C(=O)Nc1ccccc1,10,11
O=C(Nc1nnc(-c2ccco2)o1)c1ccc(S(=O)(=O)N2CCCCC2)cc1,17,-2
CC(=O)N1CCOC12CCN(Cc1ccccc1)CC2,-8,1
CCCCN1C(=O)C(CC(=O)NCc2cccc3ccccc23)CC(C(=O)N(C)C)=C1C (configuration not stated),13,-5
Cc1cc(C)cc(NC(=O)COC(=O)c2cccc(S(=O)(=O)N3CCCCC3)c2)c1,-7,3
COc1ccc(Cl)cc1NC(=S)N1CCCCCC1,-13,1
CC(C)CN1C(Nc2ccccc2)=NC[C@@H]1C,-6,9
CCC(=O)Nc1cc(-c2nc3ncccc3o2)ccc1Cl,2,0
COc1ccc(S(=O)(=O)Nc2ccc(S(=O)(=O)N3CCCCC3)cc2)cc1OC,-12,3
Nc1[nH][nH]c(=O)c1N=Nc1ccccc1,-11,-9
CC(=C1C(=O)c2ccccc2C1=O)N1CCN(c2ccc(F)cc2)CC1,24,-9
CCOc1ccc(NC(=O)CSc2nnc(C3CC3)n2C2CC2)cc1,8,-2
COc1cc2c(cc1NC(=O)c1ccc(C(C)(C)C)cc1)CCCC2,30,-4
Cc1ccc(SCC(=O)OCC(=O)N(C)CC(=O)Nc2ccc(F)cc2)cc1C,1,-9
COc1ccccc1OCCn1cc(C(=O)O)c2ccccc21,-15,1

# The listing continues:
SMILES,TAG inh,TAG inh DAPI viability
Cc1cc(C(=O)N2CCc3ccccc32)ccc1[N+](=O)[O-],-5,4
CC(OC(=O)CCc1nc2ccccc2[nH]c1=O)c1ccccc1 (configuration not stated),-2,-1
COc1cc(NC(=O)C2CCN(S(=O)(=O)c3cccs3)CC2)cc(OC)c1,-5,4
Cc1ccc2oc(Nc3nc(C)cc(C)n3)nc2c1,-24,2
CC1CCCCCCC1OC(=O)c1ccccc1C(=O)O (configuration not stated),-16,7
COc1cc(C(C)=O)ccc1OCC(=O)Nc1ccc(S(=O)(=O)N2CCCCC2)cc1,16,-5
O=C(O)c1ccc(N=c2oc3cc(O)ccc3cc2C(=O)NCc2ccccc2)cc1,-8,9
COC(=O)[C@H](CCSC)NC(=O)Cn1cnc2c(NCc3ccccc3)ncnc21,0,0
O=C(N/N=C/c1ccc(Br)o1)c1cncc(Br)c1,-2,-3
CN(C)Cc1c(O)ccc2[nH]cnc12,-5,9
O=C(N/N=C1\CC2CC=CC12)c1ccc(Br)cc1 (configuration not stated),-13,-8
COc1cc(/C=N/O)cc(Br)c1OCc1cccc(Cl)c1,-31,9
CC(C)(C)NC(=O)C(c1ccccc1)N(C(=O)c1csnn1)C1CC1 (configuration not stated),21,0
COc1ccc(CN2CCSCC2)cc1O,-7,9
CCOc1ncccc1C(=O)OCC(=O)NC(=O)c1ccccc1,-8,-2
CN(CC(=O)NC1CCCCCC1)S(=O)(=O)c1ccc(F)cc1,20,4
O=C(O/N=C/c1ccc2c(c1)OCO2)c1ccc([N+](=O)[O-])cc1,0,5
Cc1ccc(S(=O)(=O)N(C)CC(=O)OCC(=O)Nc2ccccc2)cc1,0,-6
CC[C@]12CCCN3CCc4c(n(c5ccccc45)C(=O)C1)[C@@H]32,4,-2
Cc1cccc(C(O)c2ncc(-c3ccccc3)[nH]2)c1C (configuration not stated),11,-3
NC(=O)CC(NC(=O)Cc1ccc(Cl)cc1)c1ccc(N2CCC(Cc3ccccc3)CC2)c([N+](=O)[O-])c1 (configuration not stated),-30,3
Cc1c(C#N)c2ccccc2n1CC(=O)NCCc1c[nH]c2ccccc12,-15,1
Cc1ccc(C(=O)COC(=O)C(C)N2C(=O)C3C4CCC(C4)C3C2=O)cc1C (configuration not stated),-5,-2
Cc1cccc(NC(=O)CSCC(=O)Nc2cc(Cl)ccc2N2CCN(C)CC2)c1,28,-12
CC(=O)/C(C#N)=C1\NC(=O)C(Cc2ccc(C)c(C)c2)S1 (configuration not stated),7,15

# Going on with the list.
SMILES,TAG inh,TAG inh DAPI viability
Cn1nc(-c2ccccc2)nc1-c1ccccc1,14,-1
O=C(O)CCC(=O)Nc1ccc(-n2ccc(C(F)(F)F)n2)cc1,-11,2
COc1ccccc1CNCc1ccc2c(c1)OCO2,-6,8
CSCCOC(=O)COc1ccc(/C=N/NC(=O)c2c(Cl)cnn2C)cc1,-1,9
COCCN(C(=O)CC1C(=O)NCCN1CC(c1ccccc1)c1ccccc1)C(C)C (configuration not stated),-13,3
NC(=O)c1ccsc1NC(=O)COC(=O)CCc1ccccc1,8,-2
CCOc1ccccc1Nc1cc(C)nc2ccc(C)cc12,12,-9
CC(C)(C)NC1=NCCNC(c2ccccc2)=C1,-18,5
CCC(C)NC(=O)c1ccccc1NS(=O)(=O)c1ccc(OC)c(OC)c1 (configuration not stated),-7,1
CCOC(=O)N1CCN(C(=O)CN(c2ccc(C)c(C)c2)S(=O)(=O)c2ccccc2)CC1,-7,-6
C=C1CCN(c2ccc(C(=O)NCCC)cc2[N+](=O)[O-])CC1,-14,5
Cc1onc(-c2c(F)cccc2Cl)c1C(=O)NC(=S)Nc1c(C)n(C)n(-c2ccccc2)c1=O,0,-3
CCOc1cc(C#N)ccc1OCC(=O)NNC(=O)CC1CCS(=O)(=O)C1 (configuration not stated),-19,4
COc1ccc(OC)c(S(=O)(=O)Nc2cccc(O)c2)c1,7,-6
Cc1ccc(C)c(C(=O)N(Cc2nc(-c3ccc(Cl)cc3)no2)C(C)C)c1,5,-4
CC(=O)Nc1ccc(C=NN=C2c3ccccc3-c3ccccc32)cc1,21,2
Cc1cc(CNC(=O)C(C)Cc2ccccc2)nn1C (configuration not stated),4,1
CCOc1ccccc1NC(=O)CC1Nc2ccccc2NC1=O (configuration not stated),15,-13
CNC(=O)c1ccc(NC(=O)Cc2ccc(S(=O)(=O)N3CCOCC3)s2)cc1,2,-3
COC(=O)c1ccc(COc2ccc(C(=O)c3ccccc3)cc2)o1,31,-16
Cc1cnc(-c2nnc(N(C)C(=O)c3cccnc3)s2)cn1,10,-6
COc1cc(Cl)c(CNC[C@H]2O[C@@H](n3ccc(=O)[nH]c3=O)[C@H](O)[C@@H]2O)c(Cl)c1O,13,-5
C#CCOCCOCCOCCNc1nc(N2CCN(C(=O)[C@H]([C@@H](C)CC)n3cc([C@@H](N)CC(C)C)nn3)CC2)nc(N2CCN(C(=O)[C@H](CCCCN)n3cc([C@@H](N)CO)nn3)CC2)n1,-19,20
C=CCn1c(=O)c2ccccc2n2c(SCC(=O)Nc3sc(C(=O)N(CC)CC)c(C)c3C(=O)OCC)nnc12,-1,-10
O=C(CCSCc1ccccc1Cl)NCc1cccs1,-12,2

# Carrying on.
SMILES,TAG inh,TAG inh DAPI viability
COc1cc(NC(=O)Cn2nc(C(F)(F)F)c3c2CCCC3)cc(OC)c1OC,-6,1
COc1ccc(NC(=O)Cn2c(=O)n(Cc3ccco3)c(=O)c3ccccc32)cc1,-3,-10
CN(CC(=O)Nc1ccc(F)cc1)C(=O)COC(=O)CNC(=O)c1sc2ccccc2c1Cl,-5,-1
C=CCC1(CC=C)CCCN1C(=O)c1cc(COc2cncc(Cl)c2)on1,-23,-8
Cc1ccc(C2=NC3(CCCC3)N=C2SCC(=O)Nc2ccc3c(c2)OCCO3)cc1,20,-16
CCOc1ccc(=O)n(-c2ccccc2)n1,-7,2
O=C(COC(=O)c1ccc2c(c1)OCO2)Nc1ccccc1F,5,-8
CN(C)C(=O)CNc1ccn2nc(-c3cccc(OCCN4CCOCC4)c3)cc2n1,6,3
O=C(NCCc1ccccc1)C(=O)NCC1OCCN1S(=O)(=O)c1ccccc1 (configuration not stated),1,3
O=C(NNS(=O)(=O)c1ccc(Br)cc1)c1csnn1,1,-9
CCCn1nc(Oc2nc(NCC)nc(NC(C)C)n2)ccc1=O,18,2
Cc1onc(-c2ccccc2)c1C(=O)NC1CCCCC1C (configuration not stated),-20,7
CCn1c(C)nnc1SCC(=O)Nc1ccccc1OC,2,-10

# 22 entries from above, with values under each structure.
# Results follow in this order: TAG inh, TAG inh DAPI viability
O=C(O)C[C@H]1c2ccc(C(F)(F)F)cc2S(=O)(=O)N1C1CCCCC1
    -4, 3
O=C(Nc1cc2c(cc1[N+](=O)[O-])OCCO2)c1cccnc1
    13, 7
CCOC(=O)c1ccccc1NC(=O)COC(=O)C(Cc1c[nH]c2ccccc12)NC(C)=O (configuration not stated)
    0, -10
CCOC(=O)c1sc(NC(=O)C(C)(C)C)cc1C
    -9, -6
COc1ccc(OC)c(N(CC(=O)N2CCC(C)CC2)S(=O)(=O)c2ccc(OC)c(OC)c2)c1
    -5, -8
CN1CCN(C(=O)C2=C[C@H](c3ccc(C(F)(F)F)cc3)C[C@H](OCc3ccc(CO)cc3)O2)CC1
    2, 8
O=C(NNC(=O)c1sc2cccc(Cl)c2c1Cl)NC1CCCCC1
    -19, 1
CC(C)c1ccc(OCC(=O)Nc2cccc(C(=O)Nc3ccccc3C(=O)O)c2)cc1
    5, -3
CCOC(=O)c1c(C)n(C)c2ccc(OCC(O)CNC(CC)CO)cc12 (configuration not stated)
    19, 7
Cc1ccc(SCC(=O)NC(=O)c2ccccc2Br)c(C)c1
    -9, 0
CSc1nnc(-c2ccco2)c(-c2ccco2)n1
    -11, 11
Cc1ccccc1N(Cc1nnc2n1CCCCC2)C(=O)Nc1ccccc1
    10, 11
O=C(Nc1nnc(-c2ccco2)o1)c1ccc(S(=O)(=O)N2CCCCC2)cc1
    17, -2
CC(=O)N1CCOC12CCN(Cc1ccccc1)CC2
    -8, 1
CCCCN1C(=O)C(CC(=O)NCc2cccc3ccccc23)CC(C(=O)N(C)C)=C1C (configuration not stated)
    13, -5
Cc1cc(C)cc(NC(=O)COC(=O)c2cccc(S(=O)(=O)N3CCCCC3)c2)c1
    -7, 3
COc1ccc(Cl)cc1NC(=S)N1CCCCCC1
    -13, 1
CC(C)CN1C(Nc2ccccc2)=NC[C@@H]1C
    -6, 9
CCC(=O)Nc1cc(-c2nc3ncccc3o2)ccc1Cl
    2, 0
COc1ccc(S(=O)(=O)Nc2ccc(S(=O)(=O)N3CCCCC3)cc2)cc1OC
    -12, 3
Nc1[nH][nH]c(=O)c1N=Nc1ccccc1
    -11, -9
CC(=C1C(=O)c2ccccc2C1=O)N1CCN(c2ccc(F)cc2)CC1
    24, -9
